SRC1 inh – human NCOA1 inhibition. Q15788. HEK293 GAL4-SRC1 luciferase reporter, luminescence. inhibition, % at 3.6 µM. actives 0.12% (n = 360,000). AID 588354;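 active = inhibition above the campaign mean plus 3 SD, with each screening campaign given its own cutoff, cut at about 60% in these data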;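 also: 0% = DMSO treated cells and 100% = gossypol at 36 µM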
TRAIL sens C8 – caspase-8 TRAIL sensitization. NB7+C8 cells + TRAIL, ATPlite viability luminescence. inhibition (viability loss, TRAIL sensitization), % at 10 µM. actives 1% (n = 360,000). AID 624354;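 active = compounds causing at least 50% loss of cell viability in the single-dose screen, relative to plate controls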
SRC3 inh – inhibits human SRC3 coactivator; Q9Y6Q9; HEK293 GAL4-SRC3 luciferase reporter, luminescence; inhibition, % at 3.6 µM; actives 0.17% (n = 360,000); AID 588352;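 active = inhibition above a per-campaign cutoff, the mean of all compounds plus 3 SD, cut at about 60% in these data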;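 also: 0% = DMSO-treated cells and 100% = gossypol-treated cells at 36 µM; higher means less SRC3-driven luciferase light from the GAL4 reporter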
Target sequence (Q9Y6Q9 whole entry, looked up, the tested form may be a part): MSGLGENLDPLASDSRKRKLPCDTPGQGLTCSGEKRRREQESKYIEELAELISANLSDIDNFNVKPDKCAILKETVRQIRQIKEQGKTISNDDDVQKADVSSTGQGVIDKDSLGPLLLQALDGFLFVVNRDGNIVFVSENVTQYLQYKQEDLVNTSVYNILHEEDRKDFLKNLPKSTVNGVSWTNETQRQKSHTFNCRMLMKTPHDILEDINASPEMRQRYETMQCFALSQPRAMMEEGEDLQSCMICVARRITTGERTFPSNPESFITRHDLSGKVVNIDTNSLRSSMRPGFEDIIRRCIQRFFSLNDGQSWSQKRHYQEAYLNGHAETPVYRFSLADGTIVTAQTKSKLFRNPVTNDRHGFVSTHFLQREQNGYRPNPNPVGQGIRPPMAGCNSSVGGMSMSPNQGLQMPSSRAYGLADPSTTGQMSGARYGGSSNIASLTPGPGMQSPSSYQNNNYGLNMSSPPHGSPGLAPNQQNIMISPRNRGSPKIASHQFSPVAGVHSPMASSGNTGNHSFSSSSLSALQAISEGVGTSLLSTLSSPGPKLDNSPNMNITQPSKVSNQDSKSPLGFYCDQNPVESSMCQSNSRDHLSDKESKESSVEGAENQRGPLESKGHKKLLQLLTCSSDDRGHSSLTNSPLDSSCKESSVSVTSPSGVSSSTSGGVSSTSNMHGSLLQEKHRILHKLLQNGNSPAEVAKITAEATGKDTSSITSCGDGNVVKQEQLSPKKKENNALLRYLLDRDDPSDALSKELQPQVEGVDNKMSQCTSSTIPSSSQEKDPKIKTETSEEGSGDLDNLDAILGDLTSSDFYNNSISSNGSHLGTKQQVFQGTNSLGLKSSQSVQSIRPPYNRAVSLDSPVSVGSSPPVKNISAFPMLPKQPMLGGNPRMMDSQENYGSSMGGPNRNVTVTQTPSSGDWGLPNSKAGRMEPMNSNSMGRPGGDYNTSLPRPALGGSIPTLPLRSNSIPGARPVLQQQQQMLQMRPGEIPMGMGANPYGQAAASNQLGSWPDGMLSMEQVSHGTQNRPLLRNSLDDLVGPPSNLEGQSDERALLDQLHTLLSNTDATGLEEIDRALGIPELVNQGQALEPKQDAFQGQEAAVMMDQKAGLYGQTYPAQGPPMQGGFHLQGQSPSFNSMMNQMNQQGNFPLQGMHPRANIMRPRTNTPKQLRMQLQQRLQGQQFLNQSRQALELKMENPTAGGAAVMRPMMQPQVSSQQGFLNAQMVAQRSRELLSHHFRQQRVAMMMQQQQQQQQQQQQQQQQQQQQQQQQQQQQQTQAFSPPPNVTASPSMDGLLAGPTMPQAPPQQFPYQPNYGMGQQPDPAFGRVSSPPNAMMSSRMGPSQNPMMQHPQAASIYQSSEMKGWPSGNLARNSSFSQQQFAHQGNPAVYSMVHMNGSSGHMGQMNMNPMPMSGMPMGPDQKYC
Vif inh – HIV Vif inhibition. HEK293T cells, Vif self-association by quenched fluorescence, imaging, 24 h. inhibition, % at 7.49 µM. actives 0.35% (n = 340,000). AID 602346; in the data active = inhibition above about 50%, passing the limit was not always enough; inconclusive = no clear call, values can overlap the other calls; inactive = below about 31%; also: some results filed as inactive read as strong as hits
NR2F2 inh – inhibitors of human COUP-TFII (NR2F2). actives 0.7% (n = 370,000). AID 686940. inhibition, % at 8.6 µM. HEK293T NGFI-A luciferase reporter, luminescence;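 active = inhibition above a per-plate cutoff, mean inhibition of test wells between control levels plus 3 SD, cut at about 38% in these data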;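 also: cells cotransfected with COUP-TFII expression vector driving the NGFI-A reporter; 0% = median of COUP-TF2 test wells and 100% = reporter-only cells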
TROY signal inh – blocks TROY-dependent signaling in reporter cells. inhibition, % at 10 µM. Q293 LMP1-TROYcd NF-kB luciferase reporter, 4 h. actives 0.98% (n = 360,000). AID 1347056;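 active = compounds whose plate-normalised and pattern-corrected inhibition of the luciferase reporter signal at the single screening dose is 50% or more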
LMP1 NFkB inh – inhibitors of Epstein-Barr LMP1-induced NF-kappaB reporter. LMP1-induced NF-kappaB luciferase reporter cells, luminescence. actives 0.69% (n = 350,000). AID 504558. inhibition, % at 12.5 µM; in the data active = inhibition above about 41%; inconclusive = no clear call, values can overlap the other calls;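 also: 0% = neutral control wells and 100% = reference inhibitor control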
LRH-1 inv ag – suppresses constitutive activity of human LRH-1; HEK293T StAR-luciferase reporter, LRH-1 transfected, 24 h; O00482; actives 0.13% (n = 360,000); AID 602396; inhibition, % at 3.6 µM;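 active = inhibition above the mean inhibition of all tested compounds plus 3 SD, cut at about 73% in these data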;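 also: 0% = DMSO wells and 100% = reporter-only cells lacking LRH-1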
NOD2 RIPK2 PPI – blocks binding of human NOD2 to RIPK2. O43353. CHO BLA complementation NOD2-RIPK2, CCF4 ratio. inhibition, % at 4.98 µM. actives 0.38% (n = 360,000); in the data active = inhibition above about 21%;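 also: 0% = vehicle only and 100% = reference blocker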
NCOA2 inhibitor – human SRC2 (NCOA2) inhibition; inhibition, % at 9 µM; actives 0.17% (n = 370,000); Q15596; HEK293 GAL4-SRC2 luciferase reporter, luminescence; AID 651957;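 active = inhibition above the mean inhibition of all tested compounds plus 3 SD, set per campaign, cut at about 52% in these data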;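 also: 0% = DMSO treated cells and 100% = cells given Gossypol at 36 µM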
TLR9-MyD88 block – TLR9-MyD88 interaction inhibition; Q9NR96+Q99836; CHO BLA complementation TLR9-MyD88, CCF4 FRET ratio; inhibition, % at 4.98 µM; actives 0.21% (n = 340,000);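 active = inhibition above the mean over all tested compounds plus 3 SD, cut at about 21% in these data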;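 also: 0% = DMSO only wells and 100% = clavulanate BLA inhibitor control wells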
* = called active by the depositor. An excerpt; rates above refer to the full screens.

`CC(=O)N(Cc1nc2sc(C)c(C)c2c(=O)[nH]1)C1CCCC1` gave SRC1 inh 16, TRAIL sens C8 -6, SRC3 inh -7, Vif inh -2, NR2F2 inh 6, TROY signal inh 6, LMP1 NFkB inh -2, LRH-1 inv ag 5, NOD2 RIPK2 PPI -3, NCOA2 inhibitor -10 and TLR9-MyD88 block -6.
`O=C(N/N=C/c1ccco1)c1ccc(NC(=O)c2ccc(Cl)cc2)cc1` gave SRC1 inh 4, TRAIL sens C8 5, SRC3 inh -31, Vif inh 5, NR2F2 inh -24, TROY signal inh -48, LMP1 NFkB inh -2, LRH-1 inv ag -9, NOD2 RIPK2 PPI 3, NCOA2 inhibitor -16 and TLR9-MyD88 block 12.
For CCc1nnc(NC(=O)CSc2ccc(-c3ccccc3OC)nn2)s1 the results were SRC1 inh 13, TRAIL sens C8 28, SRC3 inh -12, Vif inh 6, NR2F2 inh 11, TROY signal inh 5, LMP1 NFkB inh -5, LRH-1 inv ag -13, NOD2 RIPK2 PPI -9, NCOA2 inhibitor -3 and TLR9-MyD88 block 2.
CNC(=O)C(NC(=O)c1ccccc1)=C(C)C was read as SRC1 inh -5, TRAIL sens C8 -2, SRC3 inh -5, Vif inh -4, NR2F2 inh 9, TROY signal inh -21, LMP1 NFkB inh -1, LRH-1 inv ag 1, NOD2 RIPK2 PPI -6, NCOA2 inhibitor 8 and TLR9-MyD88 block 3.
CC(C)CCNC(=O)C(c1ccncc1)N(Cc1cccs1)C(=O)Cn1nnc(-c2ccc(F)cc2)n1 (stereo not drawn) was read as SRC1 inh 50, TRAIL sens C8 -8, SRC3 inh 59, Vif inh inconclusive, NR2F2 inh 4, TROY signal inh -9, LMP1 NFkB inh 13, LRH-1 inv ag 18, NOD2 RIPK2 PPI -10, NCOA2 inhibitor -11 and TLR9-MyD88 block -4.
CC(C)CC(=O)Nc1ccc([N+](=O)[O-])cc1Cl was read as SRC1 inh 7, TRAIL sens C8 -9, SRC3 inh 19, Vif inh 8, NR2F2 inh 23, TROY signal inh 10, LMP1 NFkB inh 8, LRH-1 inv ag 7, NOD2 RIPK2 PPI -11, NCOA2 inhibitor -6 and TLR9-MyD88 block 0.
Screening O=C(CSc1nnc(-c2ccccc2F)o1)Nc1ccc(N2CCOCC2)cc1 returned SRC1 inh -15, TRAIL sens C8 8, SRC3 inh -1, Vif inh -2, NR2F2 inh 5, TROY signal inh -9, LMP1 NFkB inh -11, LRH-1 inv ag -13, NOD2 RIPK2 PPI 4, NCOA2 inhibitor -19 and TLR9-MyD88 block -2.
Screening Cc1ccc(S(=O)(=O)/N=C(/c2ccc(F)cc2)N(C)C)cc1 returned SRC1 inh 1, TRAIL sens C8 -14, SRC3 inh 8, Vif inh 0, NR2F2 inh 6, TROY signal inh 18, LMP1 NFkB inh -2, LRH-1 inv ag 10, NOD2 RIPK2 PPI -2, NCOA2 inhibitor 12 and TLR9-MyD88 block 3.
For Nn1c(SCC(=O)Nc2ccc3c(c2)OCCO3)nnc(CCC(=O)O)c1=O the results were SRC1 inh 17, TRAIL sens C8 8, SRC3 inh 12, Vif inh -2, NR2F2 inh 15, TROY signal inh -5, LMP1 NFkB inh 0, LRH-1 inv ag 8, NOD2 RIPK2 PPI 10, NCOA2 inhibitor -16 and TLR9-MyD88 block -4.
Screening CC(=O)Nc1ccc(-c2csc(Nc3ccccn3)n2)cc1 returned SRC1 inh -96, TRAIL sens C8 8, SRC3 inh -86, Vif inh -3, NR2F2 inh -3, TROY signal inh -9, LMP1 NFkB inh -25, LRH-1 inv ag -173, NOD2 RIPK2 PPI -2, NCOA2 inhibitor -18 and TLR9-MyD88 block 6.

The final four compounds of the section before are carried over, then new ones follow:
Screening O=C(CSc1nnc(-c2ccccc2F)o1)Nc1ccc(N2CCOCC2)cc1 returned SRC1 inh -15, TRAIL sens C8 8, SRC3 inh -1, Vif inh -2, NR2F2 inh 5, TROY signal inh -9, LMP1 NFkB inh -11, LRH-1 inv ag -13, NOD2 RIPK2 PPI 4, NCOA2 inhibitor -19 and TLR9-MyD88 block -2.
Screening Cc1ccc(S(=O)(=O)/N=C(/c2ccc(F)cc2)N(C)C)cc1 returned SRC1 inh 1, TRAIL sens C8 -14, SRC3 inh 8, Vif inh 0, NR2F2 inh 6, TROY signal inh 18, LMP1 NFkB inh -2, LRH-1 inv ag 10, NOD2 RIPK2 PPI -2, NCOA2 inhibitor 12 and TLR9-MyD88 block 3.
For Nn1c(SCC(=O)Nc2ccc3c(c2)OCCO3)nnc(CCC(=O)O)c1=O the results were SRC1 inh 17, TRAIL sens C8 8, SRC3 inh 12, Vif inh -2, NR2F2 inh 15, TROY signal inh -5, LMP1 NFkB inh 0, LRH-1 inv ag 8, NOD2 RIPK2 PPI 10, NCOA2 inhibitor -16 and TLR9-MyD88 block -4.
Screening CC(=O)Nc1ccc(-c2csc(Nc3ccccn3)n2)cc1 returned SRC1 inh -96, TRAIL sens C8 8, SRC3 inh -86, Vif inh -3, NR2F2 inh -3, TROY signal inh -9, LMP1 NFkB inh -25, LRH-1 inv ag -173, NOD2 RIPK2 PPI -2, NCOA2 inhibitor -18 and TLR9-MyD88 block 6.
`CCN1CCN(C(=O)CN(c2cccc(Br)c2)S(=O)(=O)c2ccccc2)CC1` gave SRC1 inh -19, TRAIL sens C8 -18, SRC3 inh 13, Vif inh 1, NR2F2 inh -6, TROY signal inh 8, LMP1 NFkB inh 7, LRH-1 inv ag -4, NOD2 RIPK2 PPI -3, NCOA2 inhibitor -13 and TLR9-MyD88 block 5.
`CCN(C(=O)COC(=O)Cc1c(F)cccc1Cl)c1c(N)n(Cc2ccccc2)c(=O)[nH]c1=O` gave SRC1 inh 7, TRAIL sens C8 -7, SRC3 inh 20, Vif inh -7, NR2F2 inh -10, TROY signal inh 5, LMP1 NFkB inh 9, LRH-1 inv ag -23, NOD2 RIPK2 PPI -1, NCOA2 inhibitor -2 and TLR9-MyD88 block 4.
Screening Cn1cccc1C(=O)NC(=O)COC(=O)CCNS(=O)(=O)c1cccc(C(F)(F)F)c1 returned SRC1 inh -1, TRAIL sens C8 -5, SRC3 inh -32, Vif inh -2, NR2F2 inh 11, TROY signal inh 3, LMP1 NFkB inh -3, LRH-1 inv ag -3, NOD2 RIPK2 PPI -5, NCOA2 inhibitor 7 and TLR9-MyD88 block 10.
Cn1nnnc1Sc1ncnc2scc(-c3ccccc3)c12 was read as SRC1 inh 13, TRAIL sens C8 0, SRC3 inh 35, Vif inh inconclusive, NR2F2 inh -24, TROY signal inh 33, LMP1 NFkB inh 34, LRH-1 inv ag 9, NOD2 RIPK2 PPI 7, NCOA2 inhibitor 31 and TLR9-MyD88 block 5.
`CCOc1ccc(CN(C)CC(=O)NCc2ccccc2)cc1` gave SRC1 inh -3, TRAIL sens C8 -7, SRC3 inh -10, Vif inh -8, NR2F2 inh 10, TROY signal inh 14, LMP1 NFkB inh -2, LRH-1 inv ag 7, NOD2 RIPK2 PPI -11, NCOA2 inhibitor 13 and TLR9-MyD88 block 8.
O=C(N/N=C1\CCCc2ccccc21)c1ccccc1[N+](=O)[O-] was read as SRC1 inh -6, TRAIL sens C8 -6, SRC3 inh 21, Vif inh -7, NR2F2 inh -15, TROY signal inh 1, LMP1 NFkB inh 2, LRH-1 inv ag 0, NOD2 RIPK2 PPI -9, NCOA2 inhibitor -5 and TLR9-MyD88 block -8.
COc1cc(C(=O)N(CCc2ccccc2)C2=CC3CCC(C2)N3C)cc(OC)c1OC (stereo not drawn) was read as SRC1 inh 3, TRAIL sens C8 1, SRC3 inh 9, Vif inh -1, NR2F2 inh 2, TROY signal inh 0, LMP1 NFkB inh 0, LRH-1 inv ag -8, NOD2 RIPK2 PPI 1, NCOA2 inhibitor -16 and TLR9-MyD88 block -6.
O=C(CSc1nnc2ccc(-c3ccc(Br)cc3)nn12)NCC1CCCO1 (stereo not drawn) was read as SRC1 inh -17, TRAIL sens C8 9, SRC3 inh -4, Vif inh -9, NR2F2 inh -5, TROY signal inh 4, LMP1 NFkB inh 1, LRH-1 inv ag -7, NOD2 RIPK2 PPI -5, NCOA2 inhibitor 4 and TLR9-MyD88 block -5.
For CC(=O)Nc1cc2nc(C)n(Cc3ccccc3)c2nc1C the results were SRC1 inh -38, TRAIL sens C8 4, SRC3 inh -14, Vif inh -2, NR2F2 inh -11, TROY signal inh -2, LMP1 NFkB inh -1, LRH-1 inv ag 0, NOD2 RIPK2 PPI -2, NCOA2 inhibitor -26 and TLR9-MyD88 block 1.
For Cc1c(C(=O)/C=C/N(C)C)nnn1-c1ccc(Cl)cc1C#N the results were SRC1 inh -5, TRAIL sens C8 -1, SRC3 inh 3, Vif inh -1, NR2F2 inh -3, TROY signal inh 11, LMP1 NFkB inh 0, LRH-1 inv ag 8, NOD2 RIPK2 PPI -4, NCOA2 inhibitor -19 and TLR9-MyD88 block 4.
For Cc1ccccc1NC(=O)Cn1nnc(-c2ccc(N3CCOCC3)cc2)n1 the results were SRC1 inh -20, TRAIL sens C8 11, SRC3 inh -27, Vif inh 1, NR2F2 inh -5, TROY signal inh 3, LMP1 NFkB inh -2, LRH-1 inv ag -11, NOD2 RIPK2 PPI 1, NCOA2 inhibitor -15 and TLR9-MyD88 block -5.
COc1ccccc1CC(NC(C)=O)C(=O)NC1CCN(S(=O)(=O)c2ccc(NC(C)=O)cc2)CC1 (stereo not drawn) was read as SRC1 inh 0, TRAIL sens C8 -17, SRC3 inh -19, Vif inh 32, NR2F2 inh 7, TROY signal inh -26, LMP1 NFkB inh -2, LRH-1 inv ag -27, NOD2 RIPK2 PPI -6, NCOA2 inhibitor 8 and TLR9-MyD88 block -5.
`C/C=C/c1cccc(-c2nc(C(=O)NC3CCC3)cc3c2[C@@H](CCO)N(S(=O)C(C)(C)C)C3)c1` (stereo partly drawn) gave SRC1 inh -19, TRAIL sens C8 7, SRC3 inh 10, NR2F2 inh 7, TROY signal inh 2, LRH-1 inv ag -7, NOD2 RIPK2 PPI 7 and NCOA2 inhibitor 10.
`CCc1ccc(/C(C)=N/NC(=O)c2ccc(-n3cnnn3)cc2)cc1` gave SRC1 inh -5, TRAIL sens C8 5, SRC3 inh 11, Vif inh -5, NR2F2 inh -18, TROY signal inh -8, LMP1 NFkB inh 2, LRH-1 inv ag 10, NOD2 RIPK2 PPI 1, NCOA2 inhibitor 23 and TLR9-MyD88 block 4.
Screening O=C(O)Cn1nc(-c2ccccc2)oc1=O returned SRC1 inh 10, TRAIL sens C8 4, SRC3 inh 7, Vif inh -3, NR2F2 inh -9, TROY signal inh 4, LMP1 NFkB inh -2, LRH-1 inv ag 13, NOD2 RIPK2 PPI -2, NCOA2 inhibitor 0 and TLR9-MyD88 block 3.
For C=CCn1c(=O)c2ccccc2n2c(SCc3cc(=O)n4ccsc4n3)nnc12 the results were SRC1 inh -21, TRAIL sens C8 -3, SRC3 inh 22, Vif inh 8, NR2F2 inh -7, TROY signal inh -16, LMP1 NFkB inh -3, LRH-1 inv ag -9, NOD2 RIPK2 PPI 0, NCOA2 inhibitor -29 and TLR9-MyD88 block -8.

High-throughput results: PubChem BioAssay, several laboratories
